# ERK AVP inh = qHTS Assay for Inhibitors of the ERK Signaling Pathway using a Homogeneous Screening Assay. HEK293-V1b, vasopressin-stimulated pERK AlphaScreen. Potency, µM (top dose mostly 57.5 µM), for the others: at the top dose activity, negative = inhibition, hits mostly inhibitors. 0.99% of 72,000 active. AID 995, 2007; further: potency means the concentration at half of the fitted maximal effect; on the % scale 0 is the no-effect control and ±100 the full control effect; nearly all actives have a fitted effect of over 55% in size
#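 qHTS, compounds titrated on V1b-expressing HEK293 cells. Preincubation 30 min at 37C, vasopressin 25 nM for 5 min, lysis 10 min, bead incubation 5 hr at room temperature.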
# TexasRed autofl = qHTS Assay for Spectroscopic Profiling in Texas Red Spectral Region | Compound fluorescence, Texas Red channel, 547/618 nm; stronger effect = higher value | max dye-equivalent concentration, M | 0.06% of 59,000 active; in the data active means max dye-equivalent concentration above about 10 nM; inconclusive means between about 1.1 nM and that limit
#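 Dye-equivalent concentrations come from scaling compound signal (ex 547, em 618 nm) to six Texas Red standard concentrations run on every plate, after 15 min room-temperature incubation in pH 8.0 Tris (100 mM).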
# USP2a inh = qHTS Assay for Inhibitors of Ubiquitin-specific Protease USP2a. Ubiquitin carboxyl-terminal hydrolase 2 (Homo sapiens), O75604. USP2a enzymatic assay, qHTS inhibition. 0.1% of 60,000 active. Potency, µM (top dose mostly 38.3 µM), for inactives: top-dose activity change, negative = inhibition, most hits filed as inhibitors;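 further: potency means the concentration at half of the fitted maximal effect; nearly all actives have a fitted effect of over 60% in size; plate controls were DMSO for no effect and NEM full inhibition control for full effect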
#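 Inhibition is measured in a cell-free coupled assay with 20 nM USP2 core, 20 nM Ub-PLA2 and 20 uM NBD C6-HPC, 2.5 h incubation. Activity normalized to NEM control.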
# Fluorescein autfl = qHTS Assay for Spectroscopic Profiling in Fluorescein Spectral Region; Compound autofluorescence, 480/540 nm, fluorescein-equivalent; stronger effect = higher value; max fluorescein-equivalent concentration, M; 0.91% of 59,000 active; in the data active means max fluorescein-equivalent concentration above about 10 nM; inconclusive means between about 1.1 nM and that limit
#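 Library compounds, added at multiple concentrations to pH 8.0 Tris buffer (100 mM), incubate 15 min at room temperature before CCD imaging at 480 nm excitation and 540 nm emission.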
# Tau fil binding = qHTS Assay for Tau Filament Binding; Potency, µM (titrated, usually from 57.1 µM), for inactives: at the highest dose activity change, negative = inhibition; Microtubule-associated protein tau (Homo sapiens), P10636; 2% of 71,000 active; AID 596, 2007; recombinant tau filaments, thioflavin S fluorescence, 15 h; filaments grown with octadecylsulfate alongside compound;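 further: potency means the concentration at half of the fitted maximal effect; on the % scale 0 is the no-effect control and ±100 the full control effect; actives lower thioflavin S fluorescence by blocking filaments or displacing dye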
#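 Recombinant tau protein (human, 1 uM final) plus 30 uM ODS in HEPES pH 7.4 with NaCl, DTT and thioflavine S. Compound present from the start; fluorescence at 510 nm after 15 h, 37 C.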
# Casp1 inh = qHTS Assay for Allosteric/Competitive Inhibitors of Caspase-1; P29466; Caspase-1 enzyme, Ac-WEHD-AFC fluorogenic rate; Potency, µM (doses to about 57.5 µM), without a hit: at the top dose activity change, negative = inhibition, usual class: inhibitors; 0.03% of 75,000 active;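 further: potency means the concentration at half of the fitted maximal effect; plate controls were vehicle for no effect and no substrate for full effect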
# Luciferase inh = qHTS Assay for Inhibitors of Firefly Luciferase. AID 411, 2009. Luciferin 4-monooxygenase (Photinus pyralis), P08659. Potency, µM (titrated, usually from 57.1 µM), for inactives: at the top dose activity change, negative = inhibition, actives largely listed as inhibitors. 2.2% of 72,000 active. purified firefly luciferase, luminescence, 8 min; further: potency means the concentration at half of the fitted maximal effect; on the % scale 0 is the no-effect control and ±100 the full control effect; nearly all actives have a fitted effect of over 40% in size
# Target sequence (P08659 whole entry, looked up): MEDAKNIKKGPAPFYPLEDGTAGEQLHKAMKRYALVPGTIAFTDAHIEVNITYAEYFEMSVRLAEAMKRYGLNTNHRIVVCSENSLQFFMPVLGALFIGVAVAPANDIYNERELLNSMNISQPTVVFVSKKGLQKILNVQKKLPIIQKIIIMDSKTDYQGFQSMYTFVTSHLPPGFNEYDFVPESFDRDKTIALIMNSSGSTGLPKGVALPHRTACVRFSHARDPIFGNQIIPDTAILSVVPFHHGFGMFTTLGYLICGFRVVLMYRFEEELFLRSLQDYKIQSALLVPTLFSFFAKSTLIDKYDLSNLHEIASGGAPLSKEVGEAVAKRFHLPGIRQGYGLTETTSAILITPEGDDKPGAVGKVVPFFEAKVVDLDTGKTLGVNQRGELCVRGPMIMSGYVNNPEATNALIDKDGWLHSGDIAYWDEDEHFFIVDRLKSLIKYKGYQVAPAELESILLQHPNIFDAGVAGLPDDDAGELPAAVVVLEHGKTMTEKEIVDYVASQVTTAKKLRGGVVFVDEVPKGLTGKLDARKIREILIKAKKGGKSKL
#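 Firefly luciferase (PKLight detection mix) with 10 uM ATP in pH 7.2 imidazole buffer (KCl, MgCl2, Tween 20, BSA). Compounds tested across a concentration series (qHTS). Luminescence read after 8 min at ambient temperature.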
# HADH2 inhib = qHTS Assay for Inhibitors of HADH2 (Hydroxyacyl-Coenzyme A Dehydrogenase, Type II). 3.4% of 73,000 active. recombinant HADH2, NADH fluorescence, beta-hydroxybutyryl-CoA. 3-hydroxyacyl-CoA dehydrogenase type-2 (Homo sapiens), Q99714. Potency, µM (series often up to 57.1 µM), for inactives: at the highest dose activity change, negative = inhibition, hits mostly inhibitors; further: potency means the concentration at half of the fitted maximal effect; on the % scale 0 is the no-effect control and ±100 the full control effect; nearly all actives have a fitted effect of over 60% in size; many of its hits are not listed in these tables
# Target sequence (Q99714 whole entry, looked up, one chain of several): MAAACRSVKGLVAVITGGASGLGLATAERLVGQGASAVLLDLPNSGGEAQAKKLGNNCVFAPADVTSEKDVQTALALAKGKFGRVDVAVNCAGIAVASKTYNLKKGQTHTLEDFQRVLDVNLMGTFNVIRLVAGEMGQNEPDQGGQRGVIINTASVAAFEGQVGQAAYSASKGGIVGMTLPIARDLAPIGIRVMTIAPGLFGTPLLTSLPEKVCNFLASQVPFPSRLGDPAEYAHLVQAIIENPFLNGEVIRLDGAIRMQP
#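 Buffer 100 mM Tris-HCl pH 9.0/0.01% Tween-20; HADH2 20 nM; NAD+ 1 mM; beta-hydroxybutyryl-CoA 90 uM (all final). 15 min cpd preincubation, RT.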
# Rhodamine fluor = qHTS Assay for Spectroscopic Profiling in Rhodamine Spectral Region; AID 594, 2007; 0.05% of 59,000 active; Rhodamine-region fluorescence, 547/598 nm, Tris buffer; stronger effect = higher value; max dye-equivalent concentration, M; in the data active means max dye-equivalent concentration above about 11 nM; inconclusive means between about 1.1 nM and that limit
#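 Steps: pin-transfer compounds into pH 8.0 Tris (100 mM), hold 15 min at room temperature, image with a 547/598 nm filter pair, and convert intensities to rhodamine-equivalent concentration using a six-point on-plate rhodamine series.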
# HEK293 cAMP cs = qHTS Assay for Agonists of the Thyroid Stimulating Hormone Receptor: Activators of Intracellular cAMP Concentrations in Parental HEK 293; AID 938, 2007; 2.5% of 73,000 active; Potency, µM (series often up to 57.1 µM), without a hit: at the highest dose activation, most hits filed as activators; parental HEK293 CNG cAMP sensor, membrane potential fluorescence; further: potency means the concentration at half of the fitted maximal effect; % of control where 0% means no effect; nearly all actives have a fitted effect of over 55% in size
#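 Parental HEK 293 cells stably expressing a modified CNG channel (no TSHR) report cAMP rise as membrane depolarization. Membrane potential dye with 100 uM RO 20-1724 was loaded for 60 min at room temperature, then compound added for 30 min; fluorescence read at 590 nm.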
# Caspase-7 inhib = qHTS Assay for Allosteric/Competitive Inhibitors of Caspase-7; recombinant caspase-7, Ac-DEVD-AFC fluorescence rate; Potency, µM (doses to about 57.5 µM), inactives show top-dose activity change, negative = inhibition, most hits filed as inhibitors; 0.02% of 75,000 active; AID 889, 2007; active means well fitted inhibition curve with a large enough effect in the main read-out, with a control signal flat, not every such curve was filed as active; inconclusive means small, poorly fitted or top-dose-only effect, or a change in a side signal; further: potency means the concentration at half of the fitted maximal effect; % of control where 0% means no effect
# Target sequence (P55210 24-198 limits assumed): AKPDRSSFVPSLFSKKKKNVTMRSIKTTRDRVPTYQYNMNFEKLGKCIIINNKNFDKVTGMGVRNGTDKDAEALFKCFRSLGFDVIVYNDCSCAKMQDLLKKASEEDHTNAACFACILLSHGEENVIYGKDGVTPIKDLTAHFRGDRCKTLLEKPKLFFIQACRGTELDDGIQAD
# Target sequence (P55210 207-303 limits assumed): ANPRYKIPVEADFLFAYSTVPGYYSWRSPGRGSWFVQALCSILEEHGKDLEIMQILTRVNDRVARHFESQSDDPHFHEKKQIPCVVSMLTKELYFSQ
# Starred values were filed as active, the others as inactive; i = inactive; u = inconclusive; x = not tested or not shown; & = joins results of further samples; [ ] = dose if it differs, or a comment. Unless noted, the call rests on the fitted dose curve; in most records, active means well fitted curve in the direction sought with a large enough effect; inconclusive means small, poorly fitted or top-dose-only effect, or another doubt; inactive means no such curve, though single readings can be large; an effect the other way counts as inactive or inconclusive. Not all compounds are listed; rates above refer to the full screens.
SMILES,ERK AVP inh,TexasRed autofl,USP2a inh,Fluorescein autfl,Tau fil binding,Casp1 inh,Luciferase inh,HADH2 inhib,Rhodamine fluor,HEK293 cAMP cs,Caspase-7 inhib
CCOC(=O)N1CCC(Nc2ccc3nnc(-c4ccccc4)n3n2)CC1,-24.1%,x,x,x,-3.5%,2.5%,-0.5%,9.9%,x,-11.8%,-1.1%
COC(=O)[C@@]1(Cc2ccc(OC)cc2)[C@H]2c3cc(C(=O)N(C)C)n(Cc4cc(F)c(F)c(F)c4)c3C[C@H]2CN1C(=O)c1ccccc1,5.9%,x,x,x,1.5%,-5.2%,x,-9.7%,x,3.98µM*,-5.2%
O=C(Cn1cccc1C(=O)c1ccccc1)NCCCN1CCOCC1,18.6%,i,-3.0%,i,-9.5%,3.2%,0.0%,-2.5%,i,4.8%,-0.3%
CCOC(=O)c1cn(-c2ccccc2)nc1-c1ccncc1,u,i,1.9%,u,7.6%,1.3%,-1.1%,-1.0%,i,4.3%,-5.1%
NCOC(=O)Cc1ccc(Br)cc1,-16.0%[11.5 µM],i,x,u,2.6%[11.4 µM],0.8%[11.5 µM],2.3%[11.4 µM],4.7%[11.4 µM],i,3.5%[11.4 µM],-1.7%[11.5 µM]
Cc1ccccc1C(=O)c1cccn1CC(=O)N1CCCCCC1,-0.2%,u,11.7%,i,-7.6%,1.4%,-2.3%,1.6%,i,0.0%,-1.7%
Cc1ccc(Cl)cc1NC(=O)COC(=O)C1CCCC1,-9.2%,u,2.3%,i,-5.9%,-0.9%,-6.2%,-10.2%,i,-0.2%,-0.8%
Cc1csc2ncc(C(=O)Nc3ccon3)c(=O)n12,34.2%,i,1.7%,i,2.7%,0.3%,0.7%,25.1µM*,i,13.4%,-0.8%
CCOC(=O)Nc1ccc2c(CN3C(=O)NC4(CCCC4)C3=O)cc(=O)oc2c1,-17.6%,i,23.1%,i,-14.4%,-7.1%,-2.8%,31.6µM*,i,3.4%,-6.5%
Cc1cc(C)c(NC(=O)NC(=O)c2cccc(F)c2)c(C)n1,42.0%[activator],i,10.9%,i,-4.0%,0.6%,-1.3%,9.4%,i,7.4%,2.8%
COc1ccc(NC(=O)CSc2nnc(-c3cccnc3)n2Cc2ccco2)c(OC)c1,-5.6%,i,34.8%[activator],i,3.1%,-0.6%,-1.4%,14.8%,i,-0.8%,3.7%
COC1=CC(=O)OC12CCCCC2,26.2%,x,-1.2%,x,6.4%,0.3%,1.1%,2.7%,x,9.0%,-0.2%
COc1ccc(C(C(=O)NC2CCCC2)N(C(=O)c2ccco2)c2ccc3c(c2)OCO3)cc1OC (configuration not stated),-10.4%,u,x,u,-9.6%,-0.8%,1.3%,0.6%,i,17.4%,0.9%
O=C(CSc1nnc(-c2ccco2)n1CC1CCCO1)c1ccc(F)cc1 (configuration not stated),10.5%,u,14.6%,u,-0.4%,0.3%,-2.3%,1.6%,i,11.8%,-1.2%
COc1ccc(C2N=C(c3ccccc3)C(C)(C)N2O)cc1OC (configuration not stated),-6.0%,x,8.4%[7.66 µM],x,-2.4%[11.4 µM],-2.8%,0.2%,1.3%[11.4 µM],x,-5.7%[11.4 µM],-7.6%
O=C(c1cccc2cccc(O)c12)N1CCCCC1,-5.2%,u,-3.1%,i,-12.6%,3.7%,0.0%,-6.1%,i,10.0%,-1.3%
COc1ccc(C(=O)NCC(=O)O)cc1,-18.1%,u,-6.1%,i,-4.6%,0.6%,-0.6%,-6.3%,i,6.6%,0.5%
CCc1ccccc1NC(=O)CSc1ncn[nH]1,-17.9%,x,1.1%[7.66 µM],x,0.6%[11.4 µM],u,1.3%,-2.3%[11.4 µM],x,-1.1%[11.4 µM],-19.5%
CCC1Oc2ccc(C)cc2N(CC(=O)N(Cc2cccnc2)Cc2ccc(C)o2)C1=O (configuration not stated),-23.4%,i,x,i,-0.8%,-1.6%,-4.2%,10.5%,i,u,1.4%
CC(C)CN1CC[C@@]2(CCCN(C(=O)c3cnccn3)C2)C1,1.2%,i,14.2%,u,7.8%,-1.9%,2.1%[11.4 µM],15.4%,i,23.1%,-0.6%

# Grouped by structure, the entries above with fluorine.
SMILES,ERK AVP inh,TexasRed autofl,USP2a inh,Fluorescein autfl,Tau fil binding,Casp1 inh,Luciferase inh,HADH2 inhib,Rhodamine fluor,HEK293 cAMP cs,Caspase-7 inhib
COC(=O)[C@@]1(Cc2ccc(OC)cc2)[C@H]2c3cc(C(=O)N(C)C)n(Cc4cc(F)c(F)c(F)c4)c3C[C@H]2CN1C(=O)c1ccccc1,5.9%,x,x,x,1.5%,-5.2%,x,-9.7%,x,3.98µM*,-5.2%
Cc1cc(C)c(NC(=O)NC(=O)c2cccc(F)c2)c(C)n1,42.0%[activator],i,10.9%,i,-4.0%,0.6%,-1.3%,9.4%,i,7.4%,2.8%
O=C(CSc1nnc(-c2ccco2)n1CC1CCCO1)c1ccc(F)cc1 (configuration not stated),10.5%,u,14.6%,u,-0.4%,0.3%,-2.3%,1.6%,i,11.8%,-1.2%

# (list continues)
SMILES,ERK AVP inh,TexasRed autofl,USP2a inh,Fluorescein autfl,Tau fil binding,Casp1 inh,Luciferase inh,HADH2 inhib,Rhodamine fluor,HEK293 cAMP cs,Caspase-7 inhib
COc1cccc(NC(=O)N2CCCC2C(=O)NC2CC2)c1 (configuration not stated),-12.4%,u,-1.6%,u,-5.8%,1.4%,0.1%,7.5%,i,-5.7%,0.0%
CC[N+](CC)(CC)CC(=O)Nc1c(C)cccc1C,10.5%&-29.4%,i,2.9%,u,u,3.3%&-0.3%,-0.1%&2.9%,4.7%&8.9%,i,14.4%&10.4%,-1.8%&0.6%
O=C(Cc1ccccc1)NCCn1ccc2ccccc21,x,x,x,x,6.1%,-4.2%,-1.5%,14.1%,x,27.5%,1.4%
COCCCNC(=O)Cn1nnc(-c2ccccc2NC(=O)c2ccc(F)cc2)n1,5.6%,i,6.2%,i,-3.2%,-0.2%,1.2%,30.5%[activator],i,20.9%,-0.5%
N#Cc1c(NC(=O)CSc2ncn[nH]2)sc2c1CCCCC2,-0.3%,u,4.6%,i,7.6%,-1.5%,1.6%,9.0%,i,-1.2%,0.5%
O=C(O)C1CC=CCC1C(=O)Nc1cccc(Cl)c1 (configuration not stated),-0.1%,x,-2.1%,x,6.2%,-2.0%,-2.2%,-5.3%,x,17.4%,0.0%
CCCNC(=O)N1CCN(c2nc(C(C)C)c3c(c2C#N)CC(C)(C)OC3)CC1,1.3%,x,x,x,-2.3%,-8.9%,-5.7%,-2.5%,x,2.4%,-4.0%
CCOC(=O)c1nnc2ccnn2c1N,-14.0%,u,5.7%,i,-6.8%,-0.3%,3.6%,-20.4%,i,0.0%,-1.6%
COc1cccc(-c2nc(CS(=O)CC(=O)O)c(C)o2)c1 (configuration not stated),x,x,x,x,6.8%,-3.0%,1.5%,-13.8%,x,2.1%,1.6%
COc1ccc(OC)c(C(c2nnnn2C2CCCC2)N2CCN(c3ccc(F)cc3)CC2)c1 (configuration not stated),-10.9%,i,x,i,-0.6%,-2.3%,5.1%,17.9%,i,u,-1.6%
Nn1c(CN2CCCCC2)nc2ccccc2c1=O,-1.1%,i,1.3%,i,-1.4%,-0.8%,-0.6%,27.3%,i,-1.4%,-1.0%
Cc1ccc(/C(O)=C2/C(=O)C(=O)N(CCN3CCOCC3)C2c2ccccn2)cc1 (configuration not stated),-1.1%,u,9.8%,u,226.8%,-11.6%,-0.1%,-10.8%,i,6.5%,-14.6%
CCOc1cc(-c2nc(-c3ccncc3)no2)cc(OCC)c1OCC,-8.7%,x,-3.0%,x,86.1%,-2.5%,0.3%,-0.1%,x,0.1%,-1.2%
O=C(C1CCCC1)N(c1ccccc1)C1C=CS(=O)(=O)C1 (configuration not stated),5.0%,i,2.5%,i,3.5%,0.4%,2.6%,-11.8%,i,0.6%,-0.8%
[N-]=[N+]=CC(=O)CC(c1ccccc1)N1C(=O)c2ccccc2C1=O (configuration not stated),-19.2%,i,1.4%,i,-6.5%,-2.5%,1.8%,u,i,3.5%,-0.9%
COc1ccc(CCC(=O)NCc2cn3ccsc3n2)cc1,-10.6%,i,-0.9%,i,160.5%,-1.2%,1.3%,17.4%,i,-5.2%,-1.3%
CCOC(=O)CSc1nnc(CSc2nc3ccccc3c(=O)[nH]2)n1-c1ccccc1,-4.7%,u,-0.9%,u,17.3%,-0.1%,-0.7%,-2.8%,i,-1.6%,-3.3%

# Screening data from PubChem BioAssay.
